Bioassay records: PubChem, several laboratories
XIAP antagonists: small molecules displacing peptide from XIAP – biochemical, IAP family, fluorescence polarization (AID 1018). XIAP BIR domain, fluorescence polarization peptide displacement; higher % means a stronger effect. displacement, % at 20 µM; hits with a dose series show IC50 in µM. 0.007% of 200,000 active; in the data active = displacement above about 50%; note: a part of the inactive calls stands beside numbers as strong as those of hits
WT yeast gro inh: growth inhibition of WT yeast, mitochondrial fusion screen; mitochondrial fusion phenotypic screen, WT strain; inhibition, % at 10 µM; 2.1% of 190,000 active; AID 1362; in the data active = inhibition above about 58%; tested in S. cerevisiae
RSV CPE inhibition: inhibition of RSV-induced cytopathic effect – HEp-2 cells, primary 10 µM value included (AID 2391); HEp-2 cells, RSV-induced CPE inhibition; higher % means a stronger effect; CPE inhibition, % at 10 µM, or IC50 in µM where a hit was titrated; 0.13% of 310,000 active; in the data active = a potency from the dose series; inconclusive = CPE inhibition mostly from about 23% at the one dose, without a potency; inactive = the rest, 99 in 100 with CPE inhibition below about 21%; note: strong numbers were not always called active
K1F lysis inhibition: inhibition of K1F phage lysis, E. coli UTI89, bacterial capsule biogenesis inhibitors, alamar blue (AID 488966); 0.02% of 340,000 active; E. coli UTI89 K1F phage lysis, alamar blue, 2 h; higher % means a stronger effect; one-dose inhibition, % at 100 µM; IC50 in µM for titrated hits;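 active = phage lysis inhibition, versus mean bacterial control, above a set limit; inconclusive = no clear call, values can overlap the other calls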;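 note: capsule biogenesis inhibitors block K1F phage lysis so surviving cells raise fluorescence; higher fluorescence means more inhibition of phage lysis; actives were called in the ten point dose series up to 300 µM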
Large T inhibition: TAg ATPase/helicase activity blockers – biochemical (AID 1903); inhibition, % at 20 µM, or IC50 in µM where a hit was titrated; SV40 large T antigen ATPase/helicase inhibition assay; higher % means a stronger effect; 0.39% of 310,000 active; in the data active = a potency from the dose series; inconclusive = inhibition mostly from about 32% at the one dose, without a potency; inactive = the rest, 99 in 100 with inhibition below about 32%; note: strong numbers were not always called active
West Nile antiviral: West Nile virus antiviral activity, cell-based, CPE readout (AID 1621) | West Nile virus-infected cells, CPE inhibition; higher % means a stronger effect | one-dose CPE inhibition, % at 10 µM; IC50 in µM for titrated hits | 0.02% of 290,000 active; in the data active = a potency from the dose series; inconclusive = CPE inhibition mostly from about 3.7% at the one dose, without a potency; inactive = the rest, 99 in 100 with CPE inhibition below about 2.2%; note: strong numbers were not always called active
Dengue-2 NS5 capping: Dengue-2 NS5 methyltransferase inhibitors, primary screen, biochemical, confirmation dose response (AID 588689); Dengue-2 NS5 methyltransferase capping enzyme assay, biochemical; higher % means a stronger effect; inhibition, % at 25 µM, or IC50 in µM where a hit was titrated; 0.3% of 340,000 active; in the data active = a potency from the dose series; inconclusive = inhibition above about 29% without an active follow-up result
Yfh1-off respiration: enhancers of respiration in Yfh1-depleted yeast, dose response, Friedreich's ataxia, plus single-dose screen (AID 1465); S. cerevisiae Yfh1-off respiration, WST-1 reduction, 72 h; higher fold induction means a stronger effect; 0.074% of 220,000 active; fold induction at 50 µM; hits with a dose series show EC50 in µM;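 active = fold induction of absorbance versus untreated yeast above a set limit, then at least 30% activation at any dose in follow-up; inconclusive = repeats straddling the limit, or above it without dose testing; inactive = fold induction below the set limit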;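 note: activators that raise dye reduction in frataxin-depleted yeast; strong numbers were not always called active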
ER stress rescue: rescue of cells from ER stress-induced death, primary screen, 384-well, CSM14.1, thapsigargin, ATP luminescence (AID 1222); CSM14.1 thapsigargin-induced death rescue, ATP luminescence; higher % means a stronger effect; cellular ATP content (survival), % at 20 µM, or EC50 in µM where a hit was titrated; 190,000 tested, under 10 active;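 active = EC50 below 50 µM in the dose-response confirmation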;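 note: death triggered by thapsigargin at about 15 µM added after 2 h compound pretreatment; cell ATP read after overnight thapsigargin exposure of roughly 18 to 22 hours; normalized against plate controls of thapsigargin alone and 5% DMSO vehicle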
WT yeast gro inh mutant strain: further read-out of WT yeast gro inh, marked with its call; inhibition, %; mitochondrial fusion phenotypic screen, mutant strain inhibition
Dengue-2 NS5 capping pilot replicate: recorded beside Dengue-2 NS5 capping, whose call it bears; inhibition, %; measured here: pilot screen replicate inhibition
* marks the source's active call; other numbers are inactive results; i = inactive; ? = inconclusive; · = not tested or not shown; [ ] = dose if it differs, or a comment.

The first 7 records, ahead of the listing:
SMILES	XIAP antagonists	WT yeast gro inh	WT yeast gro inh mutant strain	RSV CPE inhibition	K1F lysis inhibition	Large T inhibition	West Nile antiviral	Dengue-2 NS5 capping	Yfh1-off respiration	ER stress rescue	others
O=C(COC(=O)c1ccccc1-c1nc2ccccc2s1)NC1CCS(=O)(=O)C1 (stereo not drawn)	-1.8%	-8.4	3.1	1.0%	2.8%	3.9%	-0.5%	-2.2%	i	-0.9%
CN(C)CCCOC(=O)Cc1ccc(Cl)cc1	-6.6%	-11.0	6.0	2.3%	1.2%	14.2%	0.4%	-4.9%	i	-0.7%
Clc1ccc(Cl)c(-c2nc(-c3ccncc3)no2)c1	·	·	·	18.4%	0.2%	8.9%	-0.2%	-3.9%	·	·
CC(C)c1cc(C(=O)Nc2cccc(C(F)(F)F)c2)no1	-2.6%	-2.5	9.9	2.1%	-0.2%	-1.6%	-0.4%	-4.1%	i	-1.3%
COCCNC(=O)C(=O)N/N=C(\C)CC(=O)Nc1cccnc1	-4.2%	-4.7	19.5	1.0%	0.4%	16.1%	0.3%	-0.8%	i	-1.9%
CC(NC(=O)CNC(=O)c1cccc(Cl)c1)c1ccccc1 (stereo not drawn)	·	·	·	-1.0%	0.2%	-18.4%	-0.2%	-9.1%	·	·
C=CCNC(=O)c1cc(-c2ccc(Br)cc2)on1	-3.9%	0.7	15.5	-0.8%	0.0%	5.0%	·	-13.1%	·	-1.5%

Results, previewed entries included:
SMILES	XIAP antagonists	WT yeast gro inh	WT yeast gro inh mutant strain	RSV CPE inhibition	K1F lysis inhibition	Large T inhibition	West Nile antiviral	Dengue-2 NS5 capping	Yfh1-off respiration	ER stress rescue	others
O=C(COC(=O)c1ccccc1-c1nc2ccccc2s1)NC1CCS(=O)(=O)C1 (stereo not drawn)	-1.8%	-8.4	3.1	1.0%	2.8%	3.9%	-0.5%	-2.2%	i	-0.9%
CN(C)CCCOC(=O)Cc1ccc(Cl)cc1	-6.6%	-11.0	6.0	2.3%	1.2%	14.2%	0.4%	-4.9%	i	-0.7%
Clc1ccc(Cl)c(-c2nc(-c3ccncc3)no2)c1	·	·	·	18.4%	0.2%	8.9%	-0.2%	-3.9%	·	·
CC(C)c1cc(C(=O)Nc2cccc(C(F)(F)F)c2)no1	-2.6%	-2.5	9.9	2.1%	-0.2%	-1.6%	-0.4%	-4.1%	i	-1.3%
COCCNC(=O)C(=O)N/N=C(\C)CC(=O)Nc1cccnc1	-4.2%	-4.7	19.5	1.0%	0.4%	16.1%	0.3%	-0.8%	i	-1.9%
CC(NC(=O)CNC(=O)c1cccc(Cl)c1)c1ccccc1 (stereo not drawn)	·	·	·	-1.0%	0.2%	-18.4%	-0.2%	-9.1%	·	·
C=CCNC(=O)c1cc(-c2ccc(Br)cc2)on1	-3.9%	0.7	15.5	-0.8%	0.0%	5.0%	·	-13.1%	·	-1.5%
O=C(COC(=O)/C=C/c1cccc(F)c1)Nc1ncccn1	·	·	·	1.1%	0.3%	17.0%	0.5%	-1.6%	i	·
CCC(=O)Nc1cccc(NC(=S)NC(=O)c2ccc(Cl)cc2)c1	1.5%	-1.8	1.2	0.8%	3.3%[50 µM]	1.5%	0.6%	1.9%	i	2.7%
COc1ccc(-c2noc(CN3CCN(c4ccccc4)CC3)n2)cc1	-2.1%	28.0	14.9	-0.2%	0.3%	2.1%	-0.8%	-2.2%	i	-0.2%
COc1ccc(OC)c(S(=O)(=O)Nc2ccc3c(c2)n(C)c(=O)n3C)c1	·	·	·	1.2%	0.0%	0.5%	0.4%	-4.2%	·	·
COc1ccc(OC)c(C2=Nn3c(nnc3-c3cccc(OC(C)C)c3)SC2)c1	-5.9%	19.0	9.2	2.6%	1.1%	1.9%	0.4%	-1.4%	i	2.7%	Dengue-2 NS5 capping pilot replicate=-0.6
O=C(Cc1cc(=O)[nH]c(=O)[nH]1)NCCN1CCOCC1	-5.0%	14.1	5.7	-0.2%	0.9%	-0.2%	0.1%	0.0%	i	-0.3%
O=C(NNC(=O)c1ccc(O)c(Cl)c1)c1cccc(S(=O)(=O)N2CCOCC2)c1	·	·	·	6.7%	0.4%[50 µM]	14.7%	·	-1.5%	·	·
O=C(CCNC(=O)c1ccccc1Cl)Nc1cc(S(=O)(=O)N2CCOCC2)ccc1N1CCCC1	·	·	·	0.8%	0.1%	8.8%	0.1%	-4.0%	i	·
CCOC(=O)c1c(-c2ccc(OC)cc2)csc1NC(=O)CSc1ncnc2sccc12	-2.8%	6.8	-3.4	6.2%	-0.1%	1.0%	-0.1%	-18.7%	i	-1.0%
COc1ccc(N(CC(=O)Nc2cccc(SC)c2)S(C)(=O)=O)cc1	-1.0%	-9.1	-0.3	-0.1%	-0.4%	11.3%	-0.1%	9.5%	i	·
CCN(CC)CCCNC(=O)c1ccc(Cl)c(S(=O)(=O)Nc2ccccc2OC)c1	-5.1%	-1.6	-2.5	-2.7%	0.3%	12.8%	-0.9%	3.8%	i	-0.3%	Dengue-2 NS5 capping pilot replicate=2.4
Cc1ccc(NC(=O)CN(C)CC(=O)Nc2ccc(F)c(F)c2F)c(Cl)c1	0.2%	16.2	1.0	0.1%	0.3%	6.9%	-1.4%	-3.0%	i	-1.8%
CCOc1ccc2nc(N/C(N)=N/C(=S)Nc3ccc(OC)cc3)nc(C)c2c1	-7.3%	16.6	17.2	-0.1%	0.7%	12.4%	-0.2%	-1.5%	i	1.1%
CC(Nc1n[nH]c(=O)[nH]c1=O)C(=O)N/N=C/c1ccccc1 (stereo not drawn)	·	·	·	-0.3%	0.3%	12.4%	0.1%	-5.0%	i	·
O=C(CC(NS(=O)(=O)c1ccc(Cl)cc1)c1ccco1)NCc1cccnc1 (stereo not drawn)	0.6%	-1.5	24.9	-0.8%	-1.9%[50 µM]	0.8%	-0.2%	-6.8%	i	0.5%
COc1ccc(/C=C2\CC/C(=C\c3ccc(OC)c(OC)c3)C2=O)cc1OC	-2.1%	23.8	-6.5	?	1.5%[50 µM]	2.7%	-1.4%	-1.3%	i	-0.6%
CS(=O)(=O)Cc1ccc(C(=O)NC2CCCc3ccccc32)cc1 (stereo not drawn)	·	·	·	2.0%	0.2%	9.2%	-0.1%	0.0%	·	·
CNS(=O)(=O)c1cc(OC)ccc1OC	-6.2%	-15.4	-9.8	-1.0%	1.9%	7.8%	-0.1%	-0.7%	i	-0.6%
Cc1cc2cc(CCNC(=O)CC(C)C)c(=O)[nH]c2cc1C	-3.8%	7.3	-0.4	·	·	1.1%	0.2%	·	i	-1.5%
CCOCCCn1c(=NC(C)=O)c(C#N)cc2c(=O)n3ccccc3nc21	·	·	·	1.4%	0.0%	7.9%	0.0%	8.4%	i	·
O=C(CSc1nnc(-c2ccco2)o1)Nc1ccccc1Cl	·	·	·	1.3%	1.6%[50 µM]	-10.3%	0.8%	-3.3%	·	·
COc1ccc([N+](=O)[O-])cc1N(CC(O)CN(CC(C)C)CC(C)C)S(=O)(=O)c1ccc(C)cc1 (stereo not drawn)	·	·	·	6.1%	0.2%	7.8%	-0.7%	-0.8%	i	·
Cc1ccc(N2C(=O)CC(NNC(=O)Cc3ccc(F)cc3)C2=O)cc1Cl (stereo not drawn)	·	·	·	0.8%	0.2%	4.7%	0.3%	-1.6%	i	·
O=C(CCNS(=O)(=O)c1ccc(Cl)cc1)NCc1cccnc1	-7.6%	-27.8	3.6	1.1%	1.0%	4.2%	-0.2%	-4.9%	i	-1.1%
Cc1nn2c(NCCCN(C)C)c3c(nc2c1-c1ccccc1)CCC3	-7.6%	22.6	25.0	-2.9%	?	-0.7%	0.7%	-0.8%	i	-1.0%
C=CCn1c(CCc2cc(C(C)(C)C)c(O)c(C(C)(C)C)c2)n[nH]c1=S	-4.1%	55.6	3.0	?	12.6%	0.8%	1.9%	-10.4%	i	1.3%
CC(C)=C1SC(N2CCN(Cc3ccccc3)CC2)=NC1=O	-2.3%	2.2	-3.6	4.3%	-0.2%	18.3%	-0.9%	-5.2%	i	-0.8%
COC(=O)c1ccccc1NC(=O)c1cc2sccc2n1C	-11.1%	5.3	37.5	1.3%	-2.7%	6.8%	1.6%	-8.0%	i	2.1%
COc1cc(Cl)c(C)cc1NC(=O)COC(=O)CCc1nc2ccccc2c(=O)[nH]1	·	·	·	2.7%	0.2%[50 µM]	0.3%	·	4.3%	·	·
O=C(CSc1nnc2ccc3ccccc3n12)N1CCOCC1	-9.4%	-10.4	-13.6	1.8%	1.1%[50 µM]	3.9%	1.5%	-7.2%	i	-2.3%
CCCCC12CN3CC(C)(CN(C1)C3c1ccc([N+](=O)[O-])o1)C2=O (stereo not drawn)	·	·	·	0.5%	0.2%	-1.6%	0.0%	0.0%	i	·
CCOc1cc(C)c(Cl)cc1S(=O)(=O)n1ccnc1	-1.3%	-5.5	4.9	0.5%	·	5.3%	0.6%	·	i	-1.0%
Nc1ccc(N=Nc2ccccc2)c(N)n1	-7.3%	7.9	-3.9	0.4%	1.2%	12.0%	0.1%	3.0%	i	-1.8%
Cc1ccc(NCC(=O)Nc2cccc(F)c2)cc1S(=O)(=O)N1CCCCCC1	·	·	·	3.2%	0.3%	30.7%	-0.7%	-5.3%	·	·
COc1ccccc1NC(=O)CSc1nc2ccccc2cc1Cc1ccccc1	-4.7%	-7.3	-2.2	16.7%	0.2%	3.4%	-0.6%	-0.7%	i	5.8%
O=S(=O)([N-]c1nc2ccccc2nc1-n1cc[n+](Cc2ccccc2)c1)c1ccc(Br)cc1	·	·	·	0.9%	·	21.0%	1.3%	·	i	·
CCOC(=O)Cc1nnc(-c2ccccc2)o1	-4.0%	-14.9	2.8	0.3%	-0.1%	7.0%	0.1%	-0.7%	i	-0.2%
O=C(c1ccoc1)N1CCC2(CC1)Oc1ccc(F)cc1C(=O)C21CC(c2ccccc2)=NO1 (stereo not drawn)	·	·	·	9.3%	1.0%	11.0%	0.5%	-8.6%	i	·
Cc1cccc(NC(=O)CSc2nccn2C)c1	·	·	·	0.4%	0.0%	·	-0.1%	-1.1%	i	·
Cc1[nH]c2ccccc2c1C(=O)COc1ccccc1	-3.8%	4.6	-11.0	4.4%	1.1%	0.7%	-0.7%	7.3%	i	-0.8%

Fetched by compound from the list above:
SMILES	XIAP antagonists	WT yeast gro inh	WT yeast gro inh mutant strain	RSV CPE inhibition	K1F lysis inhibition	Large T inhibition	West Nile antiviral	Dengue-2 NS5 capping	Yfh1-off respiration	ER stress rescue	others
O=S(=O)([N-]c1nc2ccccc2nc1-n1cc[n+](Cc2ccccc2)c1)c1ccc(Br)cc1	·	·	·	0.9%	·	21.0%	1.3%	·	i	·
Cc1cccc(NC(=O)CSc2nccn2C)c1	·	·	·	0.4%	0.0%	·	-0.1%	-1.1%	i	·
